p53 reactivation = re-activators of mutant p53. H1299 p53-A138V BP100-luciferase reporter, luminescence, 24 h. 320,000 compounds, 0.063% hits. Potency, µM (highest dose often 92.2 µM), for inactives: at the top dose activity change, positive = activation, usual class: activators. AID 504706; also: potency is read from the fitted curve at half-maximal effect; % of control where 0% means no effect; nearly all actives have a fitted effect of over 45% in size
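p53-null H1299 cells stably carrying temperature-sensitive p53-A138V and a BP100-luciferase reporter were pinned with compounds (4-point, 1:5 series) and held 24 hrs at 37 deg C. Luminescence was read 10 min after detection reagent.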
Rab9 prom act = activates the Rab9 promoter; Huh7 Rab9 promoter-luciferase reporter, luminescence, 24 h; Potency, µM (titrated, usually from 9.22 µM), inactives show at the highest dose activation, negative = inhibition, most hits filed as activators; 320,000 compounds, 2.8% hits; AID 485297; also: potency is read from the fitted curve at half-maximal effect; % of control where 0% means no effect; nearly all actives have a fitted effect of over 60% in size
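Huh7 cells stably carrying Rab9 promoter–luciferase reporter, plated 1500 cells/well, compound added after 2 h and incubated 24 h at 37 °C; luciferase luminescence then read after 10 min with detection reagent.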
ELG1 genotox = induces genotoxicity in HEK293T cells with luciferase-tagged ELG1; HEK293T ELG1-luciferase reporter, luminescence, 16 h; Potency, µM (series often up to 46 µM), without a hit: at the top dose activity change, positive = activation, actives largely listed as activators; 330,000 compounds, 1.3% hits; also: potency is read from the fitted curve at half-maximal effect; % of control where 0% means no effect; nearly all actives have a fitted effect of over 60% in size
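Cells (2,000/well) expressing the ELG1-luciferase fusion are dosed by pin tool and kept 16 hr at 37 °C, 5% CO2. Signal comes from ONE-Glo luciferase reagent after 30 min at room temperature.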
PKM2 act = increases activity of human pyruvate kinase M2; P14618; purified PKM2, Kinase-Glo ATP luminescence, activation; response scale: 0% is enzyme alone, no compound; Potency, µM (titrated, usually from 57.5 µM), for inactives: top-dose activation, hits mostly activators; 260,000 compounds, 0.34% hits; also: potency is read from the fitted curve at half-maximal effect; % is scaled to controls: 0 for no effect and ±100 for the full control effect; nearly all actives have a fitted effect of over 55% in size
Target sequence (P14618 whole entry, looked up): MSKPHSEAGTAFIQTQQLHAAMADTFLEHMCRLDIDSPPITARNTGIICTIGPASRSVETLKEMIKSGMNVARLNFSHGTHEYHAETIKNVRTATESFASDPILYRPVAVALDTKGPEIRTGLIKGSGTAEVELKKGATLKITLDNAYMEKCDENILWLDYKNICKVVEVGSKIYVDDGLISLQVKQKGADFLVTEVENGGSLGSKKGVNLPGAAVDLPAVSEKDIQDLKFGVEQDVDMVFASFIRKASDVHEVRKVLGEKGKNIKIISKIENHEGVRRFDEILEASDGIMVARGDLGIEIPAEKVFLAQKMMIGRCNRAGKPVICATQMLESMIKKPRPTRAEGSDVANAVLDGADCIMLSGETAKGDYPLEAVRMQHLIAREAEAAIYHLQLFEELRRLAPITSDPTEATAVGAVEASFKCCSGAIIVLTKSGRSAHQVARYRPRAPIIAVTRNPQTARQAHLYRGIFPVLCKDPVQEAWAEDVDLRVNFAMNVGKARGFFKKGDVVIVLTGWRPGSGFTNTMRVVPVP
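Purified hPK-M2 (>95%) run at intermediate activity with 0.1 mM ADP and 0.5 mM PEP in 50 mM imidazole pH 7.2, KCl, MgCl2; 1 h room temperature. ATP formed read by Kinase-Glo luminescence; normalized to uninhibited and no-enzyme controls.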
Menin-MLL TR inh = displaces Texas Red mutant MLL peptide from human menin. Menin + Texas Red MLL mutant peptide, fluorescence polarization. AID 1768. 270,000 compounds, 0.23% hits. Potency, µM (top dose mostly 61.6 µM), for the others: at the top dose FP activity change, negative = inhibition, hits mostly inhibitors; active = well fitted inhibition curve with a large enough effect in the polarisation, with a control signal flat, not every such curve was filed as active; inconclusive = small, poorly fitted or top-dose-only effect, or effect the other way, or a change in a side signal; inactive = no such curve, though single readings can be large or run the other way; the % refers to the polarisation; also: potency is read from the fitted curve at half-maximal effect; % of control where 0% means no effect; many of its hits are not listed in these tables
FLuc modulator = counter-screen for miR-21 project: firefly luciferase inhibitors or activators. purified FLuc, Km substrates, luminescence inhibition. 360,000 compounds, 6.9% hits. Potency, µM (doses to about 57.5 µM), for the others: at the top dose activity change, negative = inhibition, usual class: inhibitors. P08659;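 also: potency is read from the fitted curve at half-maximal effect; plate controls were vehicle for no effect and reference inhibitor for full effect; nearly all actives have a fitted effect of over 55% in size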
Target sequence (P08659 whole entry, looked up): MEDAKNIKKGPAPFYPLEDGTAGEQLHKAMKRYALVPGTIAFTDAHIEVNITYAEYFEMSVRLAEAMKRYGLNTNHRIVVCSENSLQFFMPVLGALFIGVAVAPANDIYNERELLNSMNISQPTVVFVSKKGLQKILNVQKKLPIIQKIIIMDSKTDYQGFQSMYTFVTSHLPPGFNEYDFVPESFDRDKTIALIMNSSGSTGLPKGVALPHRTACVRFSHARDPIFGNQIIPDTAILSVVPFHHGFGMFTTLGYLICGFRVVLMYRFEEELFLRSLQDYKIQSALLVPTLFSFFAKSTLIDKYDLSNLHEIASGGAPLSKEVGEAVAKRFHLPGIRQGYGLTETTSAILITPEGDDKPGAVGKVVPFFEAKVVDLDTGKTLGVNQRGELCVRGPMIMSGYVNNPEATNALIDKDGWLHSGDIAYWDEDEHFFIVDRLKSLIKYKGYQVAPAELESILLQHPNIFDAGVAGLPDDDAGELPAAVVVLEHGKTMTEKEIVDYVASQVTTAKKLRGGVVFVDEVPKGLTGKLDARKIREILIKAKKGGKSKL
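Purified P. pyralis luciferase (10nM final) with 10uM D-luciferin and 10uM ATP (Km levels) in 50mM Tris acetate pH 7.5, 10mM Mg acetate, 0.01% Tween-20, 0.05% BSA; qHTS 6-point titration, ~60 µM downward; luminescence read.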
Gal4-VP16 FLuc = inhibits Gal4-VP16 luciferase reporter, ROR gamma counter-screen. 310,000 compounds, 3.5% hits. Drosophila S2 Gal4-VP16 UAS-luciferase, luminescence, 20 h. Potency, µM (highest dose often 53.6 µM), inactives show top-dose activity, negative = inhibition, actives largely listed as inhibitors. AID 2546;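 also: Gal4-VP16 expression switched on by copper sulfate through the metallothionein promoter; potency is read from the fitted curve at half-maximal effect; % is scaled to controls: 0 for no effect and ±100 for the full control effect; nearly all actives have a fitted effect of over 50% in size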
NPC1 promoter act = activators of NPC1 promoter | Potency, µM (top dose mostly 9.22 µM), for inactives: at the highest dose activation, hits mostly activators | 320,000 compounds, 2.4% hits | Huh7 NPC1 promoter luciferase reporter, 24 h;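 also: potency is read from the fitted curve at half-maximal effect; % of control where 0% means no effect; nearly all actives have a fitted effect of over 60% in size; reporter is driven by a mutant NPC1 promoter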
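Readout is luciferase luminescence, reflecting NPC1 promoter activation in stably transfected Huh7 cells after 24 h compound exposure at 37 °C in reduced-serum medium with 10% FBS.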
Giardia kill = Giardia lamblia killing. Giardia lamblia trophozoite viability. activity change, % at 7.66 µM, hits read low. 340,000 compounds, 0.15% hits. AID 540267; in the data active = activity change below about -80%; inconclusive = between about -30% and that limit;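 also: parasites exposed to compound for two days anaerobically before the ATP read; % is scaled to controls: 0 for no effect and ±100 for the full control effect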
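Giardia lamblia trophozoites (100 cells/well) were incubated with compounds for 48 h at 37 deg C under anaerobic conditions. Viability was read as ATP content by one-step luminescence after 15-30 min at room temperature.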
RORgamma inh = ROR gamma (mouse) transcription inhibition; P51450; Drosophila S2 Gal4-RORgamma UAS-luciferase reporter, 20 h; Potency, µM (series often up to 53.6 µM), inactives show at the highest dose activity change, negative = inhibition, usual class: inhibitors; 310,000 compounds, 5.4% hits; also: potency is read from the fitted curve at half-maximal effect; % is scaled to controls: 0 for no effect and ±100 for the full control effect; nearly all actives have a fitted effect of over 60% in size
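Drosophila Schneider cells stably carrying a metallothionein-driven Gal4 DBD–ROR gamma fusion and a UAS-Photinus luciferase reporter were exposed to compound for 1 hr, then induced with copper sulfate (700 uM final) for 20 hr at ambient temperature before luminescence reading.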
BRCA1 expr act = BRCA1 expression activation | MCF7-BRCA1-FFLuc reporter, luminescence, 48 h; response scale: scaled: vehicle 0%, 10 µM genistein 100% | Potency, µM (highest dose often 46.1 µM), for the others: at the top dose activation, actives largely listed as activators | 380,000 compounds, 1.1% hits; also: potency is read from the fitted curve at half-maximal effect; nearly all actives have a fitted effect of over 80% in size; some results filed as inactive show a strong effect at the top dose
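Activators of BRCA1 expression were detected as increased firefly luciferase luminescence in engineered MCF7 cells after 48 h compound incubation. Signals were scaled to genistein 10 microM as full activation.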
* marks the source's active call; other numbers are inactive results; ? = inconclusive; nt = no result given; & = joins results of further samples; [ ] = remark or other dose. Unless noted, calls follow the shape of the dose curve; as a rule, active = well fitted curve in the direction sought with a large enough effect; inconclusive = small, poorly fitted or top-dose-only effect, or another doubt; inactive = no such curve, though single readings can be large; an effect the other way counts as inactive or inconclusive. These rows are one share of the data. The share of hits here may be higher or lower than overall.

smiles,p53 reactivation,Rab9 prom act,ELG1 genotox,PKM2 act,Menin-MLL TR inh,FLuc modulator,Gal4-VP16 FLuc,NPC1 promoter act,Giardia kill,RORgamma inh,BRCA1 expr act
Cc1cccc(NC(=S)NC2CC3CCCC(C2)N3CC(C)C)c1 (configuration not stated),4%,-4%,-1%,6%,13%,-1%,-7%,-1%,9,?,11%
CCCN(C(=O)C(NC(=O)c1ccccc1)C(C)C)c1c(N)n(Cc2ccccc2)c(=O)[nH]c1=O (configuration not stated),-9%,-1%,0%,nt,nt,nt,nt,1%,-13,nt,15%
COc1ccc(OC)c(S(=O)(=O)n2ccc(C)n2)c1,8%,0%,0%,-7%,-9%,0%,-4%,2%,2,-39%,1%
C=CCOC(=O)C(C#N)c1nc2ccccc2nc1N1CCN(Cc2ccc3c(c2)OCO3)CC1 (configuration not stated),-4%,-4%,-7%,1%,21%,0%,-4%,0%,-2,0%,-35%
Cn1c(N)c(C(=O)COC(=O)[C@@H]2CCCN2S(=O)(=O)c2ccc(Cl)cc2)c(=O)n(C)c1=O,-2%,-8%,0%,1%,11%,6%,-1%,-2%,-8,-16%,0%
CCOC(=O)N1CCN(C(=O)c2cc(COc3c(F)cccc3F)on2)CC1,?,3.2µM*,15µM*,-10%,?,8.5µM*,?,2.2µM*,-5,-2%,?
Cc1ccc(C(c2c(C)[nH][nH]c2=O)c2c(C)[nH][nH]c2=O)cc1[N+](=O)[O-],-1%,-4%,1%,-1%,-3%,-1%,2%,0%,27,-19%,-16%
CCCOC(=O)CN1C(=O)c2ccc(C(=O)OCCC)cc2C1=O,20%,1%,0%,1%,1%,5%,-11%,-5%,-19,-1%,-10%
CCN1CCN(C(=O)c2ccc(CS(=O)(=O)Cc3ccccc3F)o2)CC1,10%,9%,4%,-2%,nt,0%,16%,-1%,5,34%,8%
CCOc1ccc(CCNC(=O)c2cn(C)c3ccc(S(=O)(=O)N4CCOCC4)cc3c2=O)cc1OCC,1%,0%,3%,nt,nt,-1%&-3%,11%,2%,-15,12%,-10%
Cc1cccc(NC(=O)COC(=O)c2ccc(S(=O)(=O)N3CCCC3)cc2)c1,2%,-8%,0%,nt,nt,-2%,nt,0%,7,nt,-5%
COc1ccc(NC(=O)CSCc2cc(=O)n3ccsc3n2)cc1,8%,-4%,2%,8%[0.46 µM],4%,3%,-1%,-6%,-18,-2%,0%
O=C(Nc1ccccc1C(=O)NCCN1CCOCC1)c1ccco1,-1%,1%,-1%,7%,-40%,6%,-18%,7%,30[activator],37%,-10%
COc1ccc(N(CC(=O)N2c3ccccc3CC2C)S(=O)(=O)c2c(C)noc2C)cc1 (configuration not stated),-3%,-8%,-16%,-6%,-8%,0%,-2%,-3%,-6,1%,-3%
O=C(NN1C(=O)C2C3C=CC(C3)C2C1=O)c1ccco1 (configuration not stated),-4%,2%,0%,-3%,0%,-1%,-10%,5%,11,0%,-18%
Cc1nc(Cl)nc(N(C)c2ccccc2)c1[N+](=O)[O-],-3%,-2%,-6%,6%,nt,5%,-2%,-2%,-1,-27%,-8%
Cc1nnc(NC(=O)c2csc3c2CCCC3)s1,-3%,18%,?,1%,-28%,?,24%,17%,nt,-21%,nt
CCOc1ccc(N(CC)S(=O)(=O)c2c(C)[nH]c(=O)[nH]c2=O)cc1,0%,-4%,0%,nt,-6%,5%,5%,2%,7,5%,-13%
O=C(COC(=O)Cn1nc(-c2ccccc2)oc1=O)Nc1ccc(F)cc1,-3%,-5%,2%,nt,nt,-1%,nt,4%,4,nt,-28%
O=C(COC(=O)c1ccccc1Br)NC1CCCC1,?,21%,?,nt,nt,17µM*,-16%,29%,2,17%,?
COc1ccc(NC(=O)c2ccc(S(=O)(=O)N3CCCCCC3)cc2)c(OC)c1,-8%,-12%,-5%,5%,nt,-2%,-5%,-3%,-28,15%,6%
O=C(Nc1cccc2ccccc12)c1cc2c(cc1Br)OCO2,-6%,2%,-11%,2%,17%,-9%,-1%,-8%,2,16%,-13%
COc1ccc(CNC(=O)CS(=O)Cc2nc(-c3ccccc3C)oc2C)cc1 (configuration not stated),-6%,-2%,2%,-1%,-1%,1%,0%,-5%,17,-6%,-7%
CCOC(=O)C1=C(O)/C(=C/c2cc(OC)c(OC)c(OC)c2)N=C1C,-1%,-4%,1%,20%,-8%,-5%,?,-2%,19,-24%,-15%
CCS(=O)(=O)C(=C(Nc1ccc(OC)cc1)Nc1ccc(OC)cc1)S(=O)(=O)CC,-7%,1%,-3%,-1%,-12%,4%,4%,-4%,7,-3%,0%
Cn1c(=O)n(C)c2cc(NC(=O)CSc3ccccc3)ccc21,-9%,2%,?,0%,nt,1%,4%,1%,-8,-15%,-25%
CC(=O)N1CCc2c(sc(NC(=O)Cc3ccc(F)cc3)c2C(N)=O)C1,3%,-1%,2%[9.26 µM],nt,4%,0%,3%,-5%,11,-25%,-1%
COC(=O)c1ccc(C2c3c(oc4ccc(Cl)cc4c3=O)C(=O)N2CCN2CCOCC2)cc1 (configuration not stated),1%,1%,-1%,-1%,nt,4%,5%,-1%,10,-1%,-5%
COc1ccc(S(=O)(=O)N2CCN(C(=O)c3c(-c4ccccc4)noc3C)CC2)cc1,-10%,2%,0%,0%,6%,3%,-14%,3%,10,19%,-2%
C#CCOCCOCCOCCNc1nc(N2CCN(C(=O)Cn3cc(CCCCN)nn3)CC2)nc(N2CCN(C(=O)Cn3cc(CCCCN)nn3)CC2)n1,2%,11%,3%,-3%,-4%,-3%,-16%,-4%,-3,-21%,-6%
Cc1cc(NC(=O)c2noc3c2CCCC3)no1,?,19%,4%,11%,-22%,?,17%,17%,-3,9%,18%
Cc1cc(C)c(C(=O)COC(=O)c2c(C)noc2C)cc1C,6%,-3%,0%,nt,nt,-16%,nt,-2%,21,nt,-11%
CN(C)c1ccc(NC(=O)CSc2nc3c(c(=O)[nH]2)CCCC3)cc1,0%,-4%,3%,3%,-13%,6%,-6%,2%,1,?,0%
CCOC(=O)c1c(/N=C/C2=C(O)CC(C)(C)CC2=O)sc(C)c1C,1%,-12%,0%,-4%,-6%,2%,-21%,-1%,-1,-2%,-2%
Oc1c(Cl)cc(Cl)c(Cl)c1Cc1c(O)c(Cl)cc(Cl)c1Cl,2%,-22%,-9%,3%,?,?,4µM*,-32%[inhibitor],11,5.6µM*,-64%
O=C(NN1CCOCC1)c1ccc(Cl)c([N+](=O)[O-])c1,?,7%,1%,-3%,-9%,0%,-3%,4%,-17,-15%,-18%
COc1ccc(S(=O)(=O)N(C)c2ccc(C(=O)N3CCCCC3)cc2)cc1OC,-7%,-13%,-5%,0%,nt,6%,?,-4%,5,?,-30%
O=C(CCSCc1cccc(Cl)c1)NCCC1=CCCCC1,11%,-1%,0%,0%,-1%,2%,-4%,-2%,-4,36%,3%
O=C(CSc1ncnc2sccc12)Nc1ccc(S(=O)(=O)N2CCOCC2)cc1,-10%,1%,0%,nt,nt,3%,nt,-2%,-13,nt,-2%
CCCCC(=O)Nc1ccc2c(c1)nc(CCN1CCN(c3ccccn3)CC1)n2C,0%,-1%,-6%,nt,5%,-1%,0%,-7%,-7,36%,-2%

Given with two lines to a compound: three of the compounds above.
Below each SMILES – p53 reactivation	Rab9 prom act	ELG1 genotox	PKM2 act	Menin-MLL TR inh	FLuc modulator	Gal4-VP16 FLuc	NPC1 promoter act	Giardia kill	RORgamma inh	BRCA1 expr act
> Oc1c(Cl)cc(Cl)c(Cl)c1Cc1c(O)c(Cl)cc(Cl)c1Cl
→ 2%	-22%	-9%	3%	?	?	4µM*	-32%[inhibitor]	11	5.6µM*	-64%
> COc1ccc(S(=O)(=O)N2CCN(C(=O)c3c(-c4ccccc4)noc3C)CC2)cc1
→ -10%	2%	0%	0%	6%	3%	-14%	3%	10	19%	-2%
> O=C(Nc1cccc2ccccc12)c1cc2c(cc1Br)OCO2
→ -6%	2%	-11%	2%	17%	-9%	-1%	-8%	2	16%	-13%

Screening data from PubChem BioAssay.
